EPAC2 agonist = qHTS for Agonist of cAMP-regulated guanine nucleotide exchange factor 4 (EPAC2): primary screen | Potency, µM (titrated, usually from 154 µM), without a hit: at the highest dose activation, actives largely listed as activators | Rap guanine nucleotide exchange factor 4 (Homo sapiens), Q8WZA2 | EPAC2 activation, biochemical qHTS; response scale: 100% = 6.5 mM cAMP response | AID 720711, 2013 | actives 0.079% (n = 360,000); also: potency is read from the fitted curve at half-maximal effect; nearly all actives have a fitted effect of over 50% in size
Target sequence (Q8WZA2 whole entry, looked up): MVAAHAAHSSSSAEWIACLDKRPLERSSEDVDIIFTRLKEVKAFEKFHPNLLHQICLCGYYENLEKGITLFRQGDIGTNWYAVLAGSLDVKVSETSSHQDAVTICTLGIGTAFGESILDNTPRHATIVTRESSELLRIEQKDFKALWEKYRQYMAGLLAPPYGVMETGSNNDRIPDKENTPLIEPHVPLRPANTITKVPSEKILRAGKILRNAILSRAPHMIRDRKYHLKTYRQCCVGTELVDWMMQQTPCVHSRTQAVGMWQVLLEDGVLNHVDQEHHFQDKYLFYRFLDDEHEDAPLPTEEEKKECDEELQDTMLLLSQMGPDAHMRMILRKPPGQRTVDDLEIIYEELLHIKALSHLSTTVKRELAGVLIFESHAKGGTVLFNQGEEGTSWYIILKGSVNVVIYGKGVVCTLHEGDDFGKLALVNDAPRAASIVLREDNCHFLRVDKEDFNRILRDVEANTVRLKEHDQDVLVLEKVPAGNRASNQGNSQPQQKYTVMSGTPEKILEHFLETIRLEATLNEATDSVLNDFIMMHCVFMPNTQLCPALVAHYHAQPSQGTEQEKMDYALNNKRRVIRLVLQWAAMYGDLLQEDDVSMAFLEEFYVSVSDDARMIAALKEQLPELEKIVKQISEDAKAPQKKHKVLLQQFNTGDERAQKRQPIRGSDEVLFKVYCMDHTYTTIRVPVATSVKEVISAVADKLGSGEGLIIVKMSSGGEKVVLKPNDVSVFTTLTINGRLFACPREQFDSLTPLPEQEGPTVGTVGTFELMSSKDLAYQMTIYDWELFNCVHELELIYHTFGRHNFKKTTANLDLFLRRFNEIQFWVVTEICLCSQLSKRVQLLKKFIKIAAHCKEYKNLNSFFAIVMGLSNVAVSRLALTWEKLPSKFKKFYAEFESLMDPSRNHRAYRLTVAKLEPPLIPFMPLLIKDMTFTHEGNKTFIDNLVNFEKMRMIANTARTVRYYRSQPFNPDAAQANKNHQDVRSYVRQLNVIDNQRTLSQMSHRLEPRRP
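EPAC2 (100 nM) mixed with Rap1B loaded with BODIPY-GDP (250 nM) plus 50 uM unlabeled GDP; compounds pinned in, 5 min RT, then read every 5 min for 30 min (ex 480, em 540 nm). Normalized to cAMP control.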
A549 viability = Nrf2 qHTS screen for inhibitors: counterscreen for cytotoxicity | A549 ARE-Fluc cells, CellTiter-Fluor viability, 18-24 h | Potency, µM (highest dose often 46 µM), for the others: at the highest dose activity change, negative = cytotoxicity, hits mostly inhibitors | actives 0.16% (n = 390,000) | AID 504648, 2011; also: potency is read from the fitted curve at half-maximal effect; % is scaled to controls: 0 for no effect and ±100 for the full control effect
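A549 ARE_Fluc cells in 5% FBS OPTI-MEM were exposed to compounds in concentration-response for 18-24 h at 37 deg C. Viability was read by CellTiter-Fluor fluorescence (Ex 405/Em 525) after 30 min, before the luciferase read.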
ATXN viability = Viability Counterscreen for Primary qHTS for Inhibitors of ATXN expression; AID 651635, 2014; S2 cells (HEK-293 line with an ATXN2-luciferase reporter) viability, CellTiter-Fluor protease fluorescence, 24 h; Potency, µM (series often up to 56.7 µM), hits mostly cytotoxic; actives 0.49% (n = 400,000); also: potency is read from the fitted curve at half-maximal effect; nearly all actives have a fitted effect of over 40% in size
HepG2 viability = qHTS for Inhibitors of TGF-b: Cytotox Counterscreen | actives 0.76% (n = 410,000) | HepG2 CAGA-GFP viability, ATP luminescence, 18 h | Potency, µM (titrated, usually from 46.1 µM), for inactives: at the top dose activity change, negative = cytotoxicity, most hits filed as cytotoxic; also: potency is read from the fitted curve at half-maximal effect; some results filed as inactive show a strong effect at the top dose
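CellTiter-Glo luminescence gave cytotoxicity after 18 hours at 37 degrees C. The cells were HepG2 CAGA-GFP in 1% FBS DMEM, stimulated with 500 pg/mL TGF-beta after compound addition. %Activity was normalised to no-cell wells (complete cell-killing) and DMSO (no toxicity), and curves were fitted and classified.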
ATXN2 expr inh = Primary qHTS for Inhibitors of ATXN expression; HEK-293 ATXN2-luciferase reporter, luminescence, 24 h; Potency, µM (top dose mostly 57 µM), for the others: at the top dose activity change, negative = inhibition, usual class: inhibitors; actives 0.72% (n = 360,000); also: potency is read from the fitted curve at half-maximal effect; % is scaled to controls: 0 for no effect and ±100 for the full control effect; nearly all actives have a fitted effect of over 55% in size
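ATXN2-luciferase reporter cells (luciferase flanked by upstream and downstream ATXN2 gene portions) were treated 24 h at 37 °C with compounds at up to 57 uM. SteadyGlo luminescence gave expression; GF-AFC fluorescence gave viability.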
Nrf2 activator = qHTS of Nrf2 Activators; AREc32 ARE-luciferase reporter (MCF7-derived line), luminescence, 24 h; Potency, µM (highest dose often 46.1 µM), inactives show at the top dose activation, most hits filed as activators; actives 0.31% (n = 410,000); also: potency is read from the fitted curve at half-maximal effect; % of control where 0% means no effect; nearly all actives have a fitted effect of over 65% in size
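ARE activation measured as luciferase luminescence (Steady-Glo, 30 min RT) in AREc32_Fluc cells after 24 hr compound exposure at 37 deg C, 5% CO2; cells seeded overnight at 1000/well in OPTI-MEM, 5% FBS.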
Nrf2 inh = Nrf2 qHTS screen for inhibitors. A549 ARE-Fluc reporter, luciferase luminescence, 18-24 h. Potency, µM (doses to about 46 µM), without a hit: top-dose activity change, negative = inhibition, hits mostly inhibitors. actives 2.1% (n = 360,000); also: potency is read from the fitted curve at half-maximal effect; % is scaled to controls: 0 for no effect and ±100 for the full control effect; nearly all actives have a fitted effect of over 60% in size
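In this cell-based qHTS, ARE-driven firefly luciferase in A549 cells reports Nrf2 activity; the luminescent signal after BugLite lysis is the measured value, with a prior CellTiter-Fluor read for cell health.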
TGFb inhibitor = qHTS for Inhibitors of TGF-b | HepG2 CAGA-GFP TGF-b/SMAD3 reporter, GFP fluorescence, 18 h; TGF-beta stimulated, 500 pg/mL final | Potency, µM (titrated, usually from 46.1 µM), without a hit: at the top dose activity, negative = inhibition, hits mostly inhibitors | actives 1.2% (n = 410,000); also: potency is read from the fitted curve at half-maximal effect; % is scaled to controls: 0 for no effect and ±100 for the full control effect; nearly all actives have a fitted effect of over 65% in size
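First, reporter cells (HEPG2 CAGA-GFP) rested 2 h at 37 degrees C. Next, compounds were pinned in and TGF-beta added to 500 pg/mL final. After 18 h, GFP was imaged per cell and summed per well.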
IL2 activator = qHTS of IL-2 Activators | IL-2 activation reporter assay, cell-based qHTS; stimulated with anti-CD3/CD4/CD28 beads; in transgenic mouse T cells | activation, % (series mostly up to about 46 µM) | actives 0.065% (n = 360,000); in the data active = activation above about 50%; inconclusive = mostly about 30% to 49%; also: 0% is about no effect
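Unstimulated transgenic mouse T cells preincubated 60 min with compound, then stimulated with anti-CD3/anti-CD4-coated beads plus anti-CD28 for 18 h at 37 degrees C. IL-2 response read as EGFP and DsRed fluorescence by plate cytometry.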
* marks the source's active call; other numbers are inactive results; i = inactive; u = inconclusive; x = not tested or not shown; [ ] = another dose, or the depositor's remark. Unless noted, calls follow the shape of the dose curve; as a rule, active = well fitted curve in the direction sought with a large enough effect; inconclusive = small, poorly fitted or top-dose-only effect, or another doubt; inactive = no such curve, though single readings can be large; an effect the other way counts as inactive or inconclusive.

SMILES | EPAC2 agonist | A549 viability | ATXN viability | HepG2 viability | ATXN2 expr inh | Nrf2 activator | Nrf2 inh | TGFb inhibitor | IL2 activator
NC(=O)/C(=C\c1cccnc1)NC(=O)c1ccccc1 | 2% | 1% | i | -35% | -2%[11.3 µM] | -0.3% | 8% | 1% | 0.9
Cc1sc(NC(=O)CN2CCN(c3ccccn3)CC2)c(C#N)c1C | 4% | 4% | i | -11% | 1% | 1.1% | 0% | -6% | 2.5
CCOC(=O)c1c(NC(=S)Nc2ccc(F)cc2)sc2c1CCC2 | -12% | -19% | u | 4% | -19% | -0.8% | u | -7% | -1.4
COc1cccc(CNC(=O)c2sc3nc[nH]c(=O)c3c2C)c1 | x | 5% | x | -15% | x | 0.3% | x | -8% | x
O=C(NCCc1ccc(C(F)(F)F)cc1)c1ccc2c(c1)OCO2 | 10% | -13% | i | 5% | -1% | -0.2% | -8% | 20% | 0.1
COc1ccc(NC(=O)CCNS(=O)(=O)c2ccc3c(c2)CCCC(=O)N3)cc1Cl | x | -3% | i | -10% | -1% | 0.2% | -1% | 2% | x
CC(OC(=O)/C=C/c1ccc(Br)cc1)C(=O)N1CCOCC1 (centres undefined) | 4% | 2% | i | 0% | -8% | 20% | -5% | -23% | 2.2
O=C(CC1C(=O)NCCN1Cc1c(F)cccc1Cl)NC1CCCC1 (centres undefined) | 15% | -2% | i | -12% | -20% | -0.6% | 2% | 0% | 2.4
COc1cc(OC)c(Nc2ncnc3onc(-c4cccc(Cl)c4)c23)cc1Cl | x | 7% | i | -2% | 12% | 0.3% | -2% | 9% | x
CCC(Sc1nnc(-c2ccco2)n1C)C(=O)Nc1nnc(C)s1 (centres undefined) | 2% | 0% | i | -1% | 2% | 0.0% | -9% | 4% | -0.4
COc1ccc2c3c1O[C@H]1C[C@@H](O)C=C[C@@]31CCN(C)C2 | -1% | -2% | i | -22% | -10% | 0.5% | 8% | 6% | -0.3
CCN1CCN(c2ccc([N+](=O)[O-])cc2C(=O)c2ccc(Cl)cc2)CC1 | -7% | u | u | -20% | -29% | 3.2% | -17% | 8% | -0.4
Cc1ccc(NC(=O)CN2C(=O)CC(c3ccc(C)c(C)c3)=Nc3ccccc32)cc1 | x | -2% | i | -12% | 0% | 0.1% | -5% | -17% | x
Cc1cc2c(Nc3cccc(O)c3)ncnc2s1 | 6% | 2% | i | 2% | x | 5.0% | 2% | 4% | -0.4
O=C(NN=Cc1ccccc1)NN=Cc1ccccc1 | 9% | -3% | i | -37% | 9% | 1.1% | -6% | 5% | 2.0
O=C(COc1cccnc1[N+](=O)[O-])NCc1cccs1 | 14% | 2% | i | -10% | 15% | 3.8% | 4% | 0% | 1.9
COc1ccccc1NC(=O)c1ccc2[nH]c(C)c(C)c2c1 | 17% | 2% | i | -10% | 76%[activator] | 3.8% | u | 14% | -3.1
Cc1ccc2c(c1)cc1c(=O)n(Cc3ccc(Cl)cc3)nc(C)n12 | x | -5% | i | -2% | 5% | -0.9% | 2% | -22% | x
CCOc1cccc(-c2cc(=O)[nH][nH]2)c1 | 3% | 0% | i | -4% | 2% | u | 2% | 4% | -2.5
COc1ccc2[nH]c(=S)[nH]c2c1 | 9% | 11% | i | 3% | -8% | -0.8% | x | 0% | 0.2

A second format for 4 compounds above.
> Cc1ccc(NC(=O)CN2C(=O)CC(c3ccc(C)c(C)c3)=Nc3ccccc32)cc1
  EPAC2 agonist = x; A549 viability = -2%; ATXN viability = i; HepG2 viability = -12%; ATXN2 expr inh = 0%; Nrf2 activator = 0.1%; Nrf2 inh = -5%; TGFb inhibitor = -17%; IL2 activator = x
> CCOc1cccc(-c2cc(=O)[nH][nH]2)c1
  EPAC2 agonist = 3%; A549 viability = 0%; ATXN viability = i; HepG2 viability = -4%; ATXN2 expr inh = 2%; Nrf2 activator = u; Nrf2 inh = 2%; TGFb inhibitor = 4%; IL2 activator = -2.5
> CCOC(=O)c1c(NC(=S)Nc2ccc(F)cc2)sc2c1CCC2
  EPAC2 agonist = -12%; A549 viability = -19%; ATXN viability = u; HepG2 viability = 4%; ATXN2 expr inh = -19%; Nrf2 activator = -0.8%; Nrf2 inh = u; TGFb inhibitor = -7%; IL2 activator = -1.4
> CCN1CCN(c2ccc([N+](=O)[O-])cc2C(=O)c2ccc(Cl)cc2)CC1
  EPAC2 agonist = -7%; A549 viability = u; ATXN viability = u; HepG2 viability = -20%; ATXN2 expr inh = -29%; Nrf2 activator = 3.2%; Nrf2 inh = -17%; TGFb inhibitor = 8%; IL2 activator = -0.4

(next part)
SMILES | EPAC2 agonist | A549 viability | ATXN viability | HepG2 viability | ATXN2 expr inh | Nrf2 activator | Nrf2 inh | TGFb inhibitor | IL2 activator
COc1cc(C)ccc1NC(=O)c1ccc(S(=O)(=O)N2CCOCC2)cc1 | 8% | -1% | i | -1% | -17% | -0.1% | 9% | 10% | -0.4
Cc1ccc(Nc2nc(-c3cccnc3)cs2)cc1C | 5% | -5% | i | -21% | 79%[activator] | 4.5% | u | -25% | 0.0
CCOC(=O)C1CCN(C(=O)c2ccc(OC)cc2OC)CC1 | 4% | -12% | i | -37% | -11% | 0.1% | -23% | -1% | -2.1
Cc1ccc2nc(NCc3ccccc3)c(C=NCc3ccccc3)c(=O)n2c1 | 11% | -5% | i | -20% | 16% | 0.5% | u | 0% | -3.0
COc1ccc(OC)c(NC(=O)COC(=O)C2CCN(C(=O)c3ccc(Cl)cc3)CC2)c1 | 2% | -11% | i | 9% | -1% | -0.4% | 18% | 0% | 0.0
O=C(COC(=O)CNC(=O)c1ccccc1)NCCCc1ccccc1 | 6% | -6% | u | -1% | -4% | 0.3% | -5% | -3% | -0.4
COc1ccc(-n2nc(C(=O)N(C)C3CCCCC3)c3ccccc3c2=O)c(OC)c1 | 0% | -15% | u | 3% | -7% | 0.5% | -17% | -5% | -1.0
C=CCNC(=O)c1cc(=O)c2ccccc2o1 | 4% | 5% | i | 3% | 3% | 4.3% | 2% | -1% | -1.3
COc1ccc(/C=C2/SC(=O)N(CCC(=O)Nc3ccccc3)C2=O)cc1OC | 1% | 2% | i | -26% | x | -0.4% | -7% | 0% | 1.2
COc1ccc(S(N)(=O)=O)cc1C(=O)NCCCN1CCN(c2cccc(Cl)c2)CC1 | 1% | -2% | u | 7% | -21% | -0.1% | -3% | -18% | -2.2
CC(C)c1nnc(NC(=O)c2sc3ccccc3c2Cl)s1 | -8% | -4% | u | -8% | 35%[activator] | 8.2% | u | u | 1.8
CCCC1CCC(=NNC(=S)NCCc2ccccc2)CC1 (centres undefined) | 12% | -3% | i | -26% | -10% | 8.2% | 31% | -2% | -6.0
O=C1C(c2ccc(F)cc2)N(CCc2ccccc2)C(=O)CN1C1CCCCCC1 (centres undefined) | x | 6% | x | -3% | x | 0.4% | x | 0% | x
Cc1cccc(COC[C@H](Cc2ccccc2)N2CCN(C(=O)c3ccc(Cl)c(Cl)c3)CCC2=O)c1 | 9% | x | u | x | 0% | 4.5% | x | x | -1.1
COc1cc(C(C(=O)NC2CCCCC2)N(C(=O)Cc2c[nH]c3ccccc23)c2ccc(C)cc2)cc(OC)c1OC (centres undefined) | 4% | u | u | -12% | -22% | 1.3% | u | u | -0.6
COc1ccc(NC(=O)CSc2n[nH]c(=O)n2Cc2ccccc2)cc1Cl | 9% | -1% | i | -1% | -26% | 0.4% | -8% | 6% | -1.7
COc1cccc(-c2nnc3n(Cc4ccc(C)cc4)c(=O)c4ccccc4n23)c1O | x | -3% | u | -23% | -14% | 0.0% | 6% | -14% | x
CCN1C(=O)NC(c2ccccc2)C1=O (centres undefined) | 3% | 0% | i | -1% | 2% | -0.1% | 6% | 10% | 0.4
CC(C)CC1NC(=O)N(CC(=O)Nc2cc([N+](=O)[O-])ccc2F)C1=O (centres undefined) | 4% | -12% | i | -62% | 1% | 0.3% | -4% | 0% | -2.4
COCc1ccc(C(=O)N2CCCC(C(=O)c3cccc(C(F)(F)F)c3)C2)o1 (centres undefined) | 3% | -8% | i | -18% | x | 0.4% | -7% | -28% | 0.9
COCc1c(C(=O)OCc2nnc(-c3ccc([N+](=O)[O-])cc3)o2)oc2ccccc12 | 2% | 1% | u | 3% | 0% | 2.5% | 3% | 4% | -2.6
O=C(O)CCCN1C(=O)/C(=C\C(Cl)=C\c2ccccc2)SC1=S | 18% | -7% | u | -23% | u | u | u | u | -3.4
COc1cnc(-c2ccccn2)nc1Oc1c(C)cccc1C | -5% | -6% | i | -22% | u | 0.1%[9.22 µM] | 9% | -19% | -2.2
O=C(Nc1ccncc1)c1cc(-c2ccccn2)nc2ccccc12 | -5% | -9% | i | -1% | -12% | -0.3% | u | 13% | 0.6
CCc1cccc(NC(=O)c2nc(-c3ccncc3)no2)c1 | x | 11% | x | -10% | x | 2.3% | u | -2% | x
CCc1ccc(NC(=O)c2cnn3c(C(F)F)cc(C)nc23)cc1 | -10% | -1% | i | -1% | 0% | 3.6% | u | 2% | -3.7
CC(=O)c1ccc(NC(=O)Cn2c3ncccc3c(=O)n2-c2ccc(C)cc2)cc1 | x | 4% | i | -3% | -14% | 7.5% | u | u | x
O=C(CN1CCCCC1)NCC(=O)Nc1ccc(F)c(F)c1F | -8% | -8% | i | -12% | -7% | 0.1% | -10% | -4% | -4.3
CC1(C)OC(C(=O)NC2CCCCC2)C(C(=O)NC2CCCCC2)O1 (centres undefined) | -2% | 0% | i | -1% | 3% | -0.4% | 10% | 10% | 0.1
Cc1ccc(CNC(=O)c2ccccc2NC(=O)CN2CC(C)OC(C)C2)cc1 (centres undefined) | 15% | 0% | i | -8% | -10% | -0.8% | 5% | -3% | 0.4

Screens as filed in PubChem BioAssay.
